A549 viability: counter-screen for Nrf2 inhibitors: cytotoxicity in A549 cells; A549 ARE-Fluc cells, CellTiter-Fluor viability, 18-24 h; Potency, µM (top dose mostly 46 µM), for inactives: top-dose activity change, negative = cytotoxicity, hits mostly inhibitors; 0.16% of 390,000 active; AID 504648; further: potency means the concentration at half of the fitted maximal effect; on the % scale 0 is the no-effect control and ±100 the full control effect
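A549 ARE-Fluc cells in 5% FBS OPTI-MEM, 5000 cells/well, rested 2 h then exposed to compounds in concentration-response for 18-24 h at 37 °C. Viability by CellTiter-Fluor fluorescence (Ex 405/Em 525) after 30 min; luciferase luminescence (BugLite, 15 min, RT) read afterwards.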
Akt phos inh: blocks phosphorylation of Akt. activity change, % for hits at 50 µM. 0.32% of 360,000 active. Neuro2A IGF-stimulated pAkt S473 HTRF, 20 min; stronger effect = lower value; in the data active means activity change below about -80%; inconclusive means mostly about -51% to -80%; further: on the % scale 0 is the no-effect control and ±100 the full control effect
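Neuro2A cells (4,500/well, DMEM with 0.5% FBS) were treated with compound at a single 50 µM final concentration, stimulated with 6 nM IGF for 20 min at 37 °C, and lysed. Phospho-Akt Ser473 was read by HTRF as 665/615 ratio ×10^4.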
Nrf2 activator: activators of Nrf2 (ARE) signaling. AREc32 ARE-luciferase reporter (MCF7-derived line), luminescence, 24 h. 0.31% of 410,000 active. Potency, µM (series often up to 46.1 µM), inactives show at the highest dose activation, usual class: activators; further: potency means the concentration at half of the fitted maximal effect; % of control where 0% means no effect; nearly all actives have a fitted effect of over 65% in size
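AREc32_Fluc, 1000 cells/well, OPTI-MEM + 5% FBS, o/n 37 deg C 5% CO2; 23 nL cpd by pin tool, 24 hr; Steady-Glo 30 min RT, luminescence.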
TGFb SMAD3 inh: TGF-b pathway inhibition; Potency, µM (series often up to 46.1 µM), without a hit: at the highest dose activity, negative = inhibition, hits mostly inhibitors; 1.2% of 410,000 active; HepG2 CAGA-GFP TGF-b/SMAD3 reporter, GFP fluorescence, 18 h; TGF-beta stimulated, 500 pg/mL final; AID 588855; further: potency means the concentration at half of the fitted maximal effect; on the % scale 0 is the no-effect control and ±100 the full control effect; nearly all actives have a fitted effect of over 65% in size
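GFP signal (ex488/em500-530) from TGF-beta-stimulated HEPG2 CAGA-GFP cells, 500 pg/mL final, 18 h at 37 degrees C in DMEM plus 1% FBS, normalized to unstimulated and DMSO-stimulated controls.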
Nrf2 block: inhibitors of Nrf2 signaling | Potency, µM (top dose mostly 46 µM), inactives show at the top dose activity change, negative = inhibition, most hits filed as inhibitors | 2.1% of 360,000 active | A549 ARE-Fluc reporter, luciferase luminescence, 18-24 h; further: potency means the concentration at half of the fitted maximal effect; on the % scale 0 is the no-effect control and ±100 the full control effect; nearly all actives have a fitted effect of over 60% in size
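A549 ARE_Fluc cells, 5000/well, 5% FBS OPTI-MEM; compounds in dose-response, 18-24 h at 37 °C/5% CO2; CellTiter-Fluor viability read (Ex 405/Em 525), then BugLite luciferase luminescence = Nrf2 activity.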
CCT chaperon mod: changes cytosolic chaperonin activity | purified chaperonin ATPase assay, HTRF ADP detection, 30 min | AID 651819 | 0.3% of 360,000 active | activity change, % (no concentration beside the values), hits read low; in the data active means activity change below about -30%; further: on the % scale 0 is the no-effect control and ±100 the full control effect
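TRiC at 40 or 20 nM final (batch-dependent) in 30 mM Tris pH 7.4, 100 mM KCl, 5 mM MgCl2, 1 mM DTT, with compound at single 76 uM and 10 uM ATP, 30 min at 37 deg C. ADP detected by HTRF Transcreener, 665/615 ratio.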
Mm-Cpn inhibitor: inhibitors of Methanococcus maripaludis chaperonin (MmCpn); purified Mm-Cpn ATPase, ADP Transcreener TR-FRET; Potency, µM (top dose mostly 76.9 µM), without a hit: at the top dose activity, negative = inhibition, usual class: inhibitors; 0.031% of 330,000 active; AID 504842; further: potency means the concentration at half of the fitted maximal effect; on the % scale 0 is the no-effect control and ±100 the full control effect; nearly all actives have a fitted effect of over 80% in size
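Inhibition of chaperonin ATP hydrolysis is measured as reduced ADP production, detected by competitive TR-FRET in which signal falls with ADP. Final enzyme 25 nM and ATP 10 uM, reacted 30 min at 37°C.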
EPAC2 agonist: activates human EPAC2 exchange factor. Q8WZA2. EPAC2 activation, biochemical qHTS; response scale: 100% = 6.5 mM cAMP response. Potency, µM (titrated, usually from 154 µM), without a hit: at the top dose activation, usual class: activators. 0.079% of 360,000 active; further: potency means the concentration at half of the fitted maximal effect; nearly all actives have a fitted effect of over 50% in size
Target sequence (Q8WZA2 whole entry, looked up): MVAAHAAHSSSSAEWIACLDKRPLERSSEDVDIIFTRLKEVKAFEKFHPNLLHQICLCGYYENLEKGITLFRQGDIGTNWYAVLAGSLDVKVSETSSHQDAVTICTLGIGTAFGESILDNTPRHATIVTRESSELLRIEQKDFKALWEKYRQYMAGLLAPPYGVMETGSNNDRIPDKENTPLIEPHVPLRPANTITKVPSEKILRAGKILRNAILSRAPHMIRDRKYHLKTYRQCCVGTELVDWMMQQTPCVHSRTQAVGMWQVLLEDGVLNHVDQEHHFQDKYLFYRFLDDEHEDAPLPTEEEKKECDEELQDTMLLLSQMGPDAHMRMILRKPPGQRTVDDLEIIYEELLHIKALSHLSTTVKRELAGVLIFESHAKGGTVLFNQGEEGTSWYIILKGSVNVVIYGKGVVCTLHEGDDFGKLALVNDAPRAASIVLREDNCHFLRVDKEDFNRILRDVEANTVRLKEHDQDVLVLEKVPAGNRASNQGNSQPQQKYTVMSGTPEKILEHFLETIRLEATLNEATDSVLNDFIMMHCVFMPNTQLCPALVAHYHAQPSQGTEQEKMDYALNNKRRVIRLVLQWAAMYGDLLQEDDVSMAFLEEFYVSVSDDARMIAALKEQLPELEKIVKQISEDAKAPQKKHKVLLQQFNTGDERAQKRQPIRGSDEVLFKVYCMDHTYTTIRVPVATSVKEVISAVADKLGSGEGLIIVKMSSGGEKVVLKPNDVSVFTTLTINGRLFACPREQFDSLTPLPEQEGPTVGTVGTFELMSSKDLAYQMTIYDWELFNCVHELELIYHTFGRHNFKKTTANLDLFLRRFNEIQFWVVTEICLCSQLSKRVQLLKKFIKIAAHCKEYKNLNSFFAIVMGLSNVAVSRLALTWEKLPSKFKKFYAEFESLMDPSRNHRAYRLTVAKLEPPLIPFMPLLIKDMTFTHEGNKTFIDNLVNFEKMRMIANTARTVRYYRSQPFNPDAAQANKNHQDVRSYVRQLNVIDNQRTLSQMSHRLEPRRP
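Compounds were titrated in qHTS against a Rap1B-BODIPY-GDP (250 nM) complex with EPAC2 (100 nM) and GDP (50 uM). BODIPY-GDP release tracked at 480/540 nm over 30 min at room temperature, normalized to 6.5 mM cAMP.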
EPAC2 antag: antagonists of human EPAC2 | Q8WZA2 | EPAC2 GEF exchange of Rap1B-BODIPY-GDP, fluorescence | Potency, µM (series often up to 114 µM), inactives show at the highest dose activity, negative = inhibition, actives largely listed as inhibitors | 0.18% of 360,000 active | AID 720708; further: potency means the concentration at half of the fitted maximal effect; on the % scale 0 is the no-effect control and ±100 the full control effect; nearly all actives have a fitted effect of over 45% in size; many of its hits are not listed in these tables
* marks the source's active call; other numbers are inactive results; & = joins results of further samples. Unless noted, the call rests on the fitted dose curve; in most records, active means well fitted curve in the direction sought with a large enough effect; inconclusive means small, poorly fitted or top-dose-only effect, or another doubt; inactive means no such curve, though single readings can be large; an effect the other way counts as inactive or inconclusive. These rows are one share of the data; the hit share may differ from the screen's.

For COC(=O)c1ccc(N2OC3(C)C=CC2CC3)cc1 (stereo not drawn) the results were A549 viability 3%, Akt phos inh inactive, Nrf2 activator 0.3%, TGFb SMAD3 inh -1%, Nrf2 block inconclusive, CCT chaperon mod 0.7, Mm-Cpn inhibitor -2%, EPAC2 agonist 11% and EPAC2 antag 1%.
Nc1ccc(NC(=O)c2cccc(C(=O)Nc3ccc(N)cc3Cl)c2)c(Cl)c1 was read as A549 viability inconclusive, Akt phos inh inactive, Nrf2 activator 2.9%&0.1%, TGFb SMAD3 inh -25%&-1%, Nrf2 block inconclusive, CCT chaperon mod -1.1, Mm-Cpn inhibitor 0%, EPAC2 agonist 5% and EPAC2 antag 4%.
Screening N#Cc1cc(N)ccc1-n1cccc1 returned A549 viability 10%, Akt phos inh inactive, Nrf2 activator 1.2%, TGFb SMAD3 inh -8%, Nrf2 block -7%, CCT chaperon mod 1.2, Mm-Cpn inhibitor -4%, EPAC2 agonist 6% and EPAC2 antag 1%.
For COc1ccc(CNCCc2ccc([N+](=O)[O-])cc2)c(OC)c1OC the results were A549 viability 7%, Akt phos inh inactive, Nrf2 activator 1.6%, TGFb SMAD3 inh -11%, Nrf2 block -24%, CCT chaperon mod 1.1, Mm-Cpn inhibitor -3%, EPAC2 agonist 6% and EPAC2 antag -3%.
For COc1ccc(-c2nc(Cc3ccc(Cl)cc3)no2)cc1OC the results were A549 viability 2%, Akt phos inh inactive, Nrf2 activator -0.1%, TGFb SMAD3 inh -5%, CCT chaperon mod -3.1, Mm-Cpn inhibitor 0%, EPAC2 agonist 19% and EPAC2 antag -2%.
For O=C1N(c2ccccc2C(F)(F)F)OC1(Cc1ccccc1)c1ccccc1 (stereo not drawn) the results were A549 viability -6%, Akt phos inh inactive, Nrf2 activator 0.4%, TGFb SMAD3 inh inconclusive, Nrf2 block 9%, CCT chaperon mod -0.8, Mm-Cpn inhibitor 0%, EPAC2 agonist 2% and EPAC2 antag -18%.
CCOC(=O)c1oc2ccccc2c1CSc1nnnn1-c1ccc(C)cc1 was read as A549 viability 0%, Akt phos inh inactive, Nrf2 activator -0.7%, TGFb SMAD3 inh -10%, Nrf2 block inconclusive, CCT chaperon mod -0.4, Mm-Cpn inhibitor -2%, EPAC2 agonist 18% and EPAC2 antag -3%.
CN(C(=S)NC(=O)C1CC1)c1ccc(O)cc1 was read as A549 viability -5%, Akt phos inh inactive, Nrf2 activator 5.2%, TGFb SMAD3 inh inconclusive, Nrf2 block -4%, CCT chaperon mod -1.6, Mm-Cpn inhibitor 0%, EPAC2 agonist -3% and EPAC2 antag 11%.
`O=[N+]([O-])c1ccc(-c2nc(Cl)c3c(n2)CCCC3)o1` gave Akt phos inh inactive, Nrf2 activator 1.9%, TGFb SMAD3 inh inconclusive, CCT chaperon mod 1.0, EPAC2 agonist 4% and EPAC2 antag -10%.
Screening c1ccc(CNc2ncnc3c2ncn3C2CCCCO2)cc1 (stereo not drawn) returned A549 viability -1%, Akt phos inh inactive, Nrf2 activator 2.9%, TGFb SMAD3 inh 15%, Nrf2 block inconclusive, CCT chaperon mod 0.3, Mm-Cpn inhibitor 2%, EPAC2 agonist 5% and EPAC2 antag 12%.
CSc1nn(Cc2ccc(Br)cc2)c(N(C(C)=O)C(C)=O)c1S(=O)(=O)c1ccccc1 was read as A549 viability -19%, Nrf2 activator 0.4%, TGFb SMAD3 inh inconclusive and Nrf2 block inconclusive.
O=C1c2ccccc2C(=O)N1CN(C(=O)COc1ccccc1)c1ccccc1 was read as A549 viability 1%, Akt phos inh inactive, Nrf2 activator -1.3%, TGFb SMAD3 inh -16%, Nrf2 block 5%, CCT chaperon mod 0.2, Mm-Cpn inhibitor -3%, EPAC2 agonist 6% and EPAC2 antag 6%.
`CCN(CC)S(=O)(=O)c1ccc2c(c1)c(=O)c(C(=O)N1CCN(c3ccc(F)cc3)CC1)cn2C` gave A549 viability 26%, Nrf2 activator 0.1%, TGFb SMAD3 inh -29% and Nrf2 block 14%.
Screening O=C(O)c1ccccc1-c1nc2cc(Cl)ccc2c(=O)n1O returned A549 viability 1%, Akt phos inh inactive, Nrf2 activator 2.2%, TGFb SMAD3 inh -13%, Nrf2 block -2%, CCT chaperon mod 0.5, Mm-Cpn inhibitor 1%, EPAC2 agonist 4% and EPAC2 antag 3%.
Screening COc1ccc(OC)c(NC(=O)c2cn(C)c(=O)c3cc(OC)c(OC)cc23)c1 returned A549 viability -2%, Akt phos inh inactive, Nrf2 activator 4.1%, TGFb SMAD3 inh 2%, Nrf2 block 17%, CCT chaperon mod -0.8, Mm-Cpn inhibitor -2%, EPAC2 agonist -17% and EPAC2 antag -2%.
`CS(=O)(=O)N(CC(=O)N1CCCCCC1)c1cccc([N+](=O)[O-])c1` gave A549 viability 1%, Akt phos inh inactive, Nrf2 activator -1.2%, TGFb SMAD3 inh -12%, Nrf2 block -17%, CCT chaperon mod -2.9, Mm-Cpn inhibitor 0%, EPAC2 agonist 1% and EPAC2 antag 0%.
For COc1ccc(CN2CCC(Oc3cc(C(=O)NC4CC4)ccc3OC)CC2)c(O)c1 the results were A549 viability 5%, Akt phos inh inactive, Nrf2 activator 2.4%, TGFb SMAD3 inh -2%, Nrf2 block 2%, CCT chaperon mod 1.3, Mm-Cpn inhibitor 2%, EPAC2 agonist 4% and EPAC2 antag 2%.
O=C(O)c1ccccc1NC(=O)c1ccccc1Nc1ccccc1 was read as A549 viability -13%, Akt phos inh inactive, Nrf2 activator -0.6%, TGFb SMAD3 inh inconclusive, Nrf2 block inconclusive, CCT chaperon mod -0.7, Mm-Cpn inhibitor 0%, EPAC2 agonist -2% and EPAC2 antag -29%.
O=C(CSc1nnc(-c2ccccc2O)o1)Oc1ccc(Br)cc1 was read as A549 viability -8%, Akt phos inh inactive, Nrf2 activator -1.1%, TGFb SMAD3 inh -9%, CCT chaperon mod 0.4, Mm-Cpn inhibitor -11%, EPAC2 agonist 0% and EPAC2 antag 0%.
For CC1CCN(S(=O)(=O)c2ccc(NC(=O)[C@@H]3CCCN3C(=O)c3cccs3)cc2)CC1 the results were A549 viability 0%, Akt phos inh inactive, Nrf2 activator -0.2%, TGFb SMAD3 inh -38%, Nrf2 block -19%, CCT chaperon mod -1.9, Mm-Cpn inhibitor 2%, EPAC2 agonist -8% and EPAC2 antag -9%.
Screening O=C(C1CC1)N1CCC(c2nc(-c3ccc(S(=O)(=O)N4CCCC4)cc3)no2)CC1 returned A549 viability -6%, Akt phos inh inactive, Nrf2 activator 0.0%, TGFb SMAD3 inh inconclusive, Nrf2 block -2%, CCT chaperon mod 0.0, Mm-Cpn inhibitor 2%, EPAC2 agonist -5% and EPAC2 antag 0%.
CCC(CC)NC(=O)c1ccc2nc[nH]c2c1 was read as A549 viability -1%, Akt phos inh inactive, Nrf2 activator -1.0%, TGFb SMAD3 inh 1%, Nrf2 block -12%, CCT chaperon mod -4.3, Mm-Cpn inhibitor 1%, EPAC2 agonist 11% and EPAC2 antag -2%.
Screening O=C(OCC(=O)C12CC3CC(CC(C3)C1)C2)c1ccc(O)cc1 returned A549 viability -1%, Akt phos inh inactive, Nrf2 activator 5.7%, TGFb SMAD3 inh inconclusive, Nrf2 block -20%, CCT chaperon mod -3.5, Mm-Cpn inhibitor -2%, EPAC2 agonist 15% and EPAC2 antag -5%.
`Cc1ccc(C(=O)/C=C/c2c(C)nn(-c3ccccc3)c2Cl)cc1` gave A549 viability 8%, Akt phos inh inactive, Nrf2 activator 11%, TGFb SMAD3 inh 7%, Nrf2 block -13%, CCT chaperon mod -2.6, Mm-Cpn inhibitor 0%, EPAC2 agonist 19% and EPAC2 antag -10%.
For COc1ccc(-c2coc3c(C(=O)NCc4ccccc4)cccc23)c(C)c1 the results were Akt phos inh inactive, Nrf2 activator 1.3%, TGFb SMAD3 inh inconclusive, CCT chaperon mod 1.3, EPAC2 agonist 8% and EPAC2 antag 7%.
For Cc1csc(=O)n1CCC(=O)OCC(=O)c1c(N)n(CC(C)C)c(=O)n(C)c1=O the results were A549 viability -6%, Akt phos inh inactive, Nrf2 activator 0.4%, TGFb SMAD3 inh -10%, Nrf2 block inconclusive, CCT chaperon mod -1.6, Mm-Cpn inhibitor 2%, EPAC2 agonist -11% and EPAC2 antag 0%.
For COc1ccc(COC(=O)c2ccc(Cl)c(S(=O)(=O)N3CCOCC3)c2)cc1F the results were A549 viability 0%, Akt phos inh inactive, Nrf2 activator 4.0%, TGFb SMAD3 inh -1%, Nrf2 block -9%, CCT chaperon mod -0.4, Mm-Cpn inhibitor -4%, EPAC2 agonist 5% and EPAC2 antag -1%.
Screening CCOc1ccc(NC(=O)CN(C)C(=O)CCCc2c[nH]c3ccccc23)cc1OCC returned A549 viability -6%, Akt phos inh inactive, Nrf2 activator -0.8%, TGFb SMAD3 inh -3%, Nrf2 block -4%, CCT chaperon mod -3.2, Mm-Cpn inhibitor -3%, EPAC2 agonist 11% and EPAC2 antag -11%.
O=C(COc1cccc(Cl)c1)Nc1ccccc1N1CCCCC1 was read as A549 viability -1%, Akt phos inh inactive, Nrf2 activator 0.1%, TGFb SMAD3 inh -4%, Nrf2 block 8%, CCT chaperon mod -0.1, Mm-Cpn inhibitor -2%, EPAC2 agonist 5% and EPAC2 antag -6%.

From PubChem BioAssay
